# NCI-60 one-dose screen, 48 h, at 10 µM unless noted. Numbers give growth in % (100 = growth as untreated, 0 = no growth, -100 = all killed).
# OVCAR-5: OVCAR-5 ovarian cancer; actives 2.9% (n = 82,000); AID 1794783
# OVCAR-3: OVCAR-3 ovarian cancer; actives 7% (n = 79,000); AID 1794787
# OVCAR-8: OVCAR-8 ovarian cancer. actives 4.4% (n = 81,000)
# CAKI-1: CAKI-1 renal cancer; AID 1794772; actives 4.7% (n = 75,000)
# ACHN: ACHN renal cancer; actives 4.9% (n = 81,000)
# RXF 393: RXF 393 renal cancer cells. actives 6.9% (n = 77,000). AID 1794773
# TK-10: TK-10 renal cancer cells. actives 3.9% (n = 81,000). AID 1794769
# A498: A498 renal cancer cells | actives 5.4% (n = 76,000)
# * = called active by the depositor; nt = no result given; & = joins results of further samples; [ ] = remark or other dose. Rule for the calls: active = growth percent below 10; inactive = the rest.
SMILES,OVCAR-5,OVCAR-3,OVCAR-8,CAKI-1,ACHN,RXF 393,TK-10,A498
Cc1ccc2nc(NC(=O)CSc3nc(-c4cccnc4)c(C#N)c(=O)[nH]3)sc2c1,104,119,100,91,100,115,107,95
O=C1NC(=O)C2(CCCCC2C2CCCCC2)N1 (stereo not drawn),97&100,109&128,103&102,118&102,102&107,113&115,116,87&103
Cc1ccc(-c2csc(NC(=O)c3ccc(F)cc3)c2C(=O)O)cc1,106,73,nt,95,75,97,74,59
CC(C)CSc1nc(NCCc2c[nH]c3ccccc23)c(C#N)c(-c2ccc(F)cc2)n1,101,77,59,49,60,26,92,93
O=C(Cn1c(Cc2cccc3ccccc23)nc2ccccc21)N/N=C/c1ccccc1O,96,99,94,88,94,103,96,88
Clc1ncnc2c1ncn2C1CCCCO1 (stereo not drawn),114,118,110,90,106,108,101,94
CCOC(=O)C(Cc1ccccc1)n1c(O)c(C=Nc2ccc(S(=O)(=O)SCC)cc2)sc1=S (stereo not drawn),98,103,101,96,105,118,93,nt
CCn1cc(C(=O)O)c(=O)c2cc(F)c(N3CCN(C(=O)CSc4nc(-c5ccc(OC)cc5)c(C#N)c(=O)[nH]4)CC3)cc21,88,102,100,92,103,112,91,90
C[C@H]1[C@H](/C=C/c2ccccc2)[C@H]1CCO,97,103,100,96,102,101,91,97
Nc1ccc(/C=C/c2ccc(N)cc2S(=O)(=O)O)c(S(=O)(=O)O)c1,nt,108,103,100,109,nt,nt,96
Cc1ccc(/C=C/c2c(C(=O)/C=C/c3ccccc3)c(C)nc3ccccc23)cc1,1.1*,-22*,2.0*,22,8.2*,-3.4*,29,59
COc1cccc(-c2cn3cc(Cl)sc3n2)c1,90,103,102,90,105,91,137,103
Cc1cc(N)ccc1Cc1ccc(N)cc1C,104,96,95,nt,103,105,87,89
Cc1ccccc1C[P+](c1ccccc1)(c1ccccc1)c1ccccc1,55,2.0*,19,nt,71,50,36,90
O=C1C=CC(=O)C(SCC(O)CO)=C1 (stereo not drawn),107,119,105,102,107,123,126,118
COc1ccc(-c2nc(NC(=O)c3ccc(OC)c(OC)c3)n[nH]2)cc1,101,105,nt,92,101,113,101,106
COc1ccc2c(c1)c(/C=N/Nc1ccc3ccccc3n1)cn2C,7.2*,-34*,29,-45*,-85*,33,43,83
Nc1ncnc2sc(-c3cccs3)c(-c3ccccc3)c12,103,95,75,94,67,74,91,97
C#CCn1cnc2cnc(Nc3cccc(NC(=O)CCl)c3)nc21,15[6.25 µM],-45*[6.25 µM],8.6*[6.25 µM],-34*[6.25 µM],-40*[6.25 µM],-28*[6.25 µM],-5.7*[6.25 µM],-42*[6.25 µM]
N#C/C(=C\c1ccc(F)cc1)c1nc2ccccc2s1,93,104,94,96,97,96,135,102
CCOC(=O)Nc1ccccc1C,109,105,98,105,95,114,105,91
O=C(/C=C/c1cccc(O)c1)c1ccc(O)cc1,91,14,84,65,75,95,98,114
CC1=C(C(=O)Nc2ccc(F)cc2)C(c2ccc(C)cc2)C2=C(CC(C)(C)CC2=O)N1 (stereo not drawn),93,93,98,70,95,92,109,64
O=[N+]([O-])c1ccc(-c2ncc(-c3ccc(O)cc3O)[nH]2)cc1,125,105,101,nt,106,nt,124,101
OC(CN1CCOCC1)CN1CCOCC1,98,117,111,101,98,102,90,114
COc1ccc([N+](=O)[O-])c(C)c1,103,115,97,102,101,116,103,84
Cc1ccc(CCC(=O)Nc2ncc(Cc3cc(Cl)ccc3Cl)s2)o1,23,-0.8*,12,26,29,-8.6*,57,6.5*
CCCCCCCCN1CCOCCOCCN(CCCCCCCC)c2nc(Cl)nc(n2)NCCOCCOCCNc2nc(Cl)nc1n2,100,116,100,90,111,103,84,108
CC(=O)N1CCN(C(=O)Cn2c(-c3ccc(Cl)cc3)csc2=N)CC1,101,98,91,83,91,100,82,68
COc1ccc(NC(=O)C2CCN(c3nc(C(F)(F)F)ccc3C#N)CC2)cc1,91,110,91,80,103,101,87,51

# Part of the list above with just CAKI-1, OVCAR-8 and A498.
Compound	CAKI-1	OVCAR-8	A498
OC(CN1CCOCC1)CN1CCOCC1	101	111	114
Cc1ccc(/C=C/c2c(C(=O)/C=C/c3ccccc3)c(C)nc3ccccc23)cc1	22	2.0*	59

# (cont.)
SMILES,OVCAR-5,OVCAR-3,OVCAR-8,CAKI-1,ACHN,RXF 393,TK-10,A498
COc1cccc(Cl)c1[N+](=O)[O-],99,129,101,98,105,107,106,114
COc1ccc(OC)c(C(=O)CCCCC(=O)c2cc(OC)ccc2OC)c1,97&96,80&88,95&76,83&91,94&85,90&71,105&105,93&81
C1CCCCCc2c(-c3noc4c3CCCCCCCCCC4)noc2CCCC1,94,107,97,76,98,123,106,136
COc1ccc(Nc2nn3c(SCC(=O)c4ccc(C)cc4)nnc3s2)cc1,99,110,95,75,86,97,107,94
Cc1cn(C2CC(O)C(CO)O2)c(=O)n(C)c1=O (stereo not drawn),117,116,113,109,100,141,119,109
N#CCCNN,98,95,109,91,101,124,120,91
N#Cc1c(N)n(-c2ccc(OC(F)(F)F)cc2)c2cc(F)ccc12,92,84,86,67,66,41,91,184
COc1ccc(-c2nc3cnccn3c2NC(C)(C)CC(C)(C)C)cc1O,100,100,95,78,90,88,104,85
O=C(COc1cc(O)c2c(=O)cc(-c3ccccc3)oc2c1)Nc1ccccc1C(F)(F)F,63,-2.1*,29,22,18,63,-14*,56
O=C(Nc1ccccc1Cl)OCCN1CCOCC1,110,105,107,nt,nt,114,93,129
CCc1ccccc1-n1c(-c2cccs2)cc(-c2ccccc2)c(C#N)c1=O,101,104,114,110,105,130,118,122
C=CCNS(=O)(=O)Cc1cc(-c2ccc(C)cc2)no1,105,110,107,90,103,116,97,100
CCCCCNCC(O)Cc1ccccc1OC (stereo not drawn),97,111,93,nt,100,114,92,99
O=C(Cn1cc(CSc2nc3ccccc3o2)nn1)Nc1ccc([N+](=O)[O-])cc1,100,103,107,82,95,108,104,101
O=C(O)/C=C/C(=O)Nc1ccccc1,110&120,115&110,100&104,99&99,108&107,174,117&105,103&117
O=C(c1sc(-c2ccc(F)cc2)cc1O)N1CCOCC1,108,104,108,99,106,104,98,87
Nc1nc(=S)c2ncn(C3OC(COC(=O)c4ccccc4)C(OC(=O)c4ccccc4)C3OC(=O)c3ccccc3)c2[nH]1 (stereo not drawn),112,116,69,97,84,81,29,95
O=C(COc1ccc(/C=C2\Oc3ccccc3C2=O)cc1)Nc1nc2c(s1)CCCC2,62,29,7.0*,-98*,66,-5.4*,80,110
O=C1/C(=C/c2ccccc2)CN(CCC(=O)N2C/C(=C\c3ccccc3)C(=O)/C(=C/c3ccccc3)C2)C/C1=C\c1ccccc1,91,33,17,62,62,57,98,61
COc1ccc(N2CCN(c3ncnc4c3c(C)nn4-c3ccc(F)cc3)CC2)cc1,108,108,99,nt,100,109,148,101
O=[N+]([O-])c1ccc(N2CCOCC2)c([N+](=O)[O-])c1,106,108,94,105,111,97,107,99
O=C1/C(=C\c2ccc(-c3ccccc3Cl)o2)C=C(c2ccc(Cl)cc2)N1Cc1ccccc1,105,122,93,80,95,99,106,91
O=C(O)c1ccc2c(c1)C(=O)N(CCc1ccccc1)C2=O,104,104,96,92,102,107,103,83
COc1ccc(C(=O)Nc2ccccc2C2=NCC(CO)O2)cc1 (stereo not drawn),91,103,107,103,96,124,97,94
O=c1[nH]nc(-c2ccc(Br)cc2)c2sc3ncc(-c4ccc(Br)cc4)n3c12,99,97,106,89,97,105,119,nt
CCCNC(=O)c1cccc([N+](=O)[O-])c1,92,111,100,98,102,115,100,93
Cn1c2c(c(=O)[nH]c1=O)NC1=C(C(=O)c3ccccc31)C1(C=C(O)c3ccccc31)N2 (stereo not drawn),111,95,107,86,90,nt,134,143
CNC(=O)c1ccccc1Oc1nc(Nc2cc(OC)c(OC)c(OC)c2)ncc1Br,71,66,72,37,67,40,50,-18*
CSc1nc(Cl)c2cc(-c3ccc(F)cc3)[nH]c2n1,113,110,102,81,96,119,150,127
N#Cc1nc(-c2ccccc2)oc1N1CCN(S(=O)(=O)c2ccc(F)cc2)CC1,92,92,73,81,74,86,67,81
C/C(=C(/C)C1CC1CCNS(=O)(=O)c1ccc(C)cc1)C1CCCCC1 (stereo not drawn),100,111,94,80,95,87,102,92
COc1ccc(NC(=O)N2CCN(C(=O)Nc3ccc(OC)cc3)CC2)cc1,131,95,91,76,104,nt,98,82
Clc1ccc(-c2oc(-c3ccc(Cl)cc3)c3c2CC=CC3)cc1,97,101,96,84,105,nt,105,88
COC1=CC(=C2C=C(OC)C(=O)C(OC)=C2)C=C(OC)C1=O,83,93,63,65,82,86,102,132
O=C1NC2(CC2)C(=O)N2CCCC[C@@H]12,91,111,107,92,102,133,87,90
O=C(CS(=O)(=O)c1ccccc1)Nc1cc(-c2ccccc2)nn1-c1ccccc1,101,112,101,89,104,87,87,101
COc1ccc(-c2nc(SCCC(C)C)nc(N3CCCCC3)c2C#N)cc1,101,114,91,87,107,103,97,84
C=C(Cl)C(=NC(C)(C)C)Nc1ccccc1C,114,66,89,104,91,103,106,105
Oc1[nH]c(=S)sc1C=Nc1ccc(F)cc1,102,119,105,99,103,107,104,89
N#Cc1c(-c2ccc(Cl)cc2)n2c(nc1=O)NNCC2=O,110,120,106,89,89,103,nt,101
N#C/C(=C\c1cccc2cnccc12)N1N=NC2C=CC=CC21 (stereo not drawn),52,6.9*,43,27,19,-17*,56,39
O=c1c(-c2n[nH]c(=S)n2-c2ccccc2)cnc2nc[nH]n12,98,108,113,104,103,100,100,104
CC(C)c1ccc(C(NC23CC4CC(CC(C4)C2)C3)c2nnnn2C(C)(C)C)cc1 (stereo not drawn),105,115,101,91,101,82,97,nt
CC(=O)OCC(=O)[C@@]1(O)[C@H](OC(C)=O)CC2C3CCC4=CC(=O)C=C[C@]4(C)[C@@]3(F)[C@@H](O)C[C@@]21C (stereo partly drawn),nt,108,90,85,87,127,112,133
Cn1c(N2CCN(C(=O)c3ccc(Cl)cc3Cl)CC2)nc(-c2ccccc2)cc1=O,95,98,94,102,92,101,84,77
CCOC(=O)/C(C#N)=C\c1cccc2ccccc12,104,101,96,104,108,121,90,86
CCN1C(=O)C=CC1=O,nt,109,125,99,103,151,121,151
CCSc1cc(=O)[nH]c(N)n1,97,105,107,nt,nt,98,94,93
Clc1nc2ccccc2nc1Cc1nnc(-c2ccccc2)o1,102,110,100,82,89,104,189,110
COc1ccc2c(c1)C/C(=C\c1cc(-c3cc(OC)c(OC)c(OC)c3)n[nH]1)C2=O,98,94,nt,84,82,95,111,87
Cc1ccc2nc(COc3ccc(C(=O)NNC(=O)Nc4ccc(Cl)c(Cl)c4)cc3)[nH]c2c1,97,125,43,89,96,nt,116,137
C=CCn1c(C)nc2cc(Nc3nc(N)c4ccccc4n3)ccc21,109,97,98,92,97,112,120,124
COc1cc(C(=O)c2cc(C(=O)Nc3cccc4cccnc34)c3cc(-c4ccncc4)ccn23)cc(OC)c1OC,101,112,104,87,100,105,101,105
CC(=O)Nc1ccc(S(=O)(=O)O)c2cccc(O)c12,102,101,103,102,104,nt,100,118
FC(F)(F)c1ccc(/C=C/c2cc(/C=C/c3ccc(C(F)(F)F)cc3)n(-c3ccccc3)n2)cc1,99,101,100,101,104,118,98,125
O=C(CN1CCCCCC1)Nc1nc2ccc(NCc3ccc([N+](=O)[O-])cc3)cc2s1,102,102,102,86,97,111,109,98
O=C(Nc1nc(-c2ccccc2Cl)cs1)c1cc(-c2ccccc2)nc2ccccc12,103,81,90,nt,92,85,122,nt
Cc1ccc(NC(=O)C2=NCCCCN2)cc1,99,108,102,98,100,112,109,99
c1ccc(Cn2cc(CCc3ccncc3)c3ccccc32)cc1,112,93,95,nt,96,78,101,nt
COc1cc(O)c(C(=O)c2ccccc2)cc1S(=O)(=O)O,101,117,100,nt,104,102,112,nt

# Two entries drawn at random from the list so far, as already listed:
SMILES,OVCAR-5,OVCAR-3,OVCAR-8,CAKI-1,ACHN,RXF 393,TK-10,A498
O=C(Nc1nc(-c2ccccc2Cl)cs1)c1cc(-c2ccccc2)nc2ccccc12,103,81,90,nt,92,85,122,nt
Nc1ncnc2sc(-c3cccs3)c(-c3ccccc3)c12,103,95,75,94,67,74,91,97

# Some of the entries so far, with two lines to a compound.
# Below each compound: OVCAR-5 | OVCAR-3 | OVCAR-8 | CAKI-1 | ACHN | RXF 393 | TK-10 | A498
> COc1ccc(C(=O)Nc2ccccc2C2=NCC(CO)O2)cc1 (stereo not drawn)
  91 | 103 | 107 | 103 | 96 | 124 | 97 | 94
> O=c1[nH]nc(-c2ccc(Br)cc2)c2sc3ncc(-c4ccc(Br)cc4)n3c12
  99 | 97 | 106 | 89 | 97 | 105 | 119 | nt
> CCCNC(=O)c1cccc([N+](=O)[O-])c1
  92 | 111 | 100 | 98 | 102 | 115 | 100 | 93
> Cn1c2c(c(=O)[nH]c1=O)NC1=C(C(=O)c3ccccc31)C1(C=C(O)c3ccccc31)N2 (stereo not drawn)
  111 | 95 | 107 | 86 | 90 | nt | 134 | 143
> CNC(=O)c1ccccc1Oc1nc(Nc2cc(OC)c(OC)c(OC)c2)ncc1Br
  71 | 66 | 72 | 37 | 67 | 40 | 50 | -18*

# The listing continues.
SMILES,OVCAR-5,OVCAR-3,OVCAR-8,CAKI-1,ACHN,RXF 393,TK-10,A498
O=c1cc(Cl)nc2ccccn12,101,100,110,96,110,106,105,103
CCN(CC)CC(=O)Nc1cccc(C(=O)OC(C)C)c1,104,103,108,nt,nt,112,88,140
COc1ccc(-c2nc3sc(-c4ccc(Cl)cc4)cn3n2)cc1,52,25,nt,-3.3*,-74*,59,-31*,-25*
COc1cc(C2CC(=O)Nc3c2c(C)nn3-c2nc3ccccc3n2C)cc(OC)c1O (stereo not drawn),98,118,110,91,106,nt,103,91
CC(C)Sc1nc(N)nc2nc[nH]c12,93,86,115,119,96,122,116,116
O=c1ccc2ccccc2o1,104,111,105,90,94,116,98,96

# This is a subset. The share of hits here may be higher or lower than overall.
